14-3-3g Raf = 14-3-3 gamma protein interaction modulation. P61981. FP, 14-3-3gamma / TMR-pS259-Raf peptide binding. inhibition, % at 40 µM. 160,000 tested, 0.19% active. AID 422; in the data active means inhibition above about 30%;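 further: 0% = protein plus tracer without compound and 100% = blank with tracer alone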
Target sequence (P61981 whole entry, looked up): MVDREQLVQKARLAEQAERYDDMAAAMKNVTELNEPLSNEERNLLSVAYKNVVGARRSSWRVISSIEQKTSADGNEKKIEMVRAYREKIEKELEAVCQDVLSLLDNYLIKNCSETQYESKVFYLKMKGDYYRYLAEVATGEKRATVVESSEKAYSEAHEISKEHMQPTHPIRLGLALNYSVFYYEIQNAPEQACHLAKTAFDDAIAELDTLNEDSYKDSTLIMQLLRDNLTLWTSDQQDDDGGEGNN
* = called active by the depositor; & = joins results of further samples. Not all compounds are listed (hit frequency here may not be typical).

SMILES | 14-3-3g Raf
O=S(=O)(c1ccc2oc3ccc(S(=O)(=O)N4CCCC4)cc3c2c1)N1CCCC1 | -4
c1ccc(COc2cccc(CNn3cnnc3)c2)cc1 | 4
CC1=C(C(=O)OC2CCCCCC2)C(c2cccs2)C2=C(CCCC2=O)N1 (stereo unspecified) | -7
CCn1c(=O)c2cc(S(=O)(=O)NC3CCCCC3)ccc2n(CC)c1=O | -7
CCCOc1ccc(-c2cc(C(=O)Nc3ccc(OC)cc3)c3ccccc3n2)cc1 | -9
CCOC(=O)c1cc2oc(C(c3nnnn3C3CCCCC3)N3CCOCC3)cc2[nH]1 (stereo unspecified) | -11
Cc1sc2nc(-c3cccs3)nc(N3CCCN(C)CC3)c2c1C | -40
O=C(CS(=O)(=O)c1cn(Cc2ccccc2Cl)c2ccccc12)N1CCc2ccccc21 | -13
Cc1ccccc1Nc1c(-c2ccc(Cl)s2)nc2cnccn12 | -14
O=C(NCc1ccco1)C1(S(=O)(=O)c2ccc(Cl)cc2)CC1 | -5
C#CCOc1ccc2c(C)cc(=O)oc2c1 | -8&-14
COCCCn1c(-c2ccccc2)cn2c3c(=O)n(C)c(=O)n(C)c3nc12 | 2
O=C(Cn1c(=O)n(-c2ccc(Cl)cc2)c(=O)c2c3c(sc21)CCC3)NCC1CCCO1 (stereo unspecified) | -43
CCC(C)(C)n1nnnc1C(c1cc2ccc(OC)cc2[nH]c1=O)N1CCc2ccccc2C1 (stereo unspecified) | -6
CCOC(=O)CCSc1nc(C)c2ccccc2n1 | -5
Cc1c[nH]c2cccc(OCC(O)CNC(C)(C)C)c12 (stereo unspecified) | -7
COc1cc(C(=O)Nc2oc(-c3ccccc3)c(-c3ccccc3)c2C#N)cc(OC)c1OC | -6
Cc1ccc(S(=O)(=O)n2nc(OC(=O)C(C)(C)C)cc2N)cc1 | 0
CCN(CC)C(=O)C1CCCN(c2ccccc2[N+](=O)[O-])C1 (stereo unspecified) | -2
Cc1ccc(CS(=O)(=O)CCC(=O)NCCN2CCCCCC2)cc1 | -11

6 compounds from above, ordered by their value in 14-3-3g Raf, smallest number first:
SMILES | 14-3-3g Raf
Cc1sc2nc(-c3cccs3)nc(N3CCCN(C)CC3)c2c1C | -40
Cc1ccccc1Nc1c(-c2ccc(Cl)s2)nc2cnccn12 | -14
CCCOc1ccc(-c2cc(C(=O)Nc3ccc(OC)cc3)c3ccccc3n2)cc1 | -9
COc1cc(C(=O)Nc2oc(-c3ccccc3)c(-c3ccccc3)c2C#N)cc(OC)c1OC | -6
O=S(=O)(c1ccc2oc3ccc(S(=O)(=O)N4CCCC4)cc3c2c1)N1CCCC1 | -4
c1ccc(COc2cccc(CNn3cnnc3)c2)cc1 | 4

Following part.
SMILES | 14-3-3g Raf
Cc1cc(C)n2nc(SC(C)C(=O)NCc3ccccc3Cl)nc2n1 (stereo unspecified) | -10
CCCS(=O)(=O)N1CCC(C(=O)NCCc2ccc(C)cc2)CC1 | -5&-5
Nc1nc(-c2cccnc2)nc(N2CCCCC2)n1 | -7
Cc1ccccc1-n1c(SCC(=O)Nc2ccc(Cl)cc2)nc2ccccc2c1=O | 2
CCn1cc(C(=O)NCCCN2CCC(C)CC2)c2cc(OC)c(OC)cc2c1=O | 3&7
[N-]=[N+]=CC(=O)c1ccnc(C(=O)C=[N+]=[N-])c1 | -3
CCOc1ccccc1NC(=O)c1cnc2n(c1=O)CCS2 | -2
O=C(Cn1cc2c(n1)CCCC2)NC1CCN(Cc2ccccc2)CC1 | 2
COc1ccc(Br)cc1S(=O)(=O)N1CCN=C1C | 2
O=C(CN(CC1CCCO1)C(=O)Cn1nnc(-c2ccc(F)cc2)n1)NC1CCCCC1 (stereo unspecified) | 0
O=C1CC(c2ccc3c(c2)OCO3)C2=C(CCCC2=O)N1 (stereo unspecified) | -4
Brc1cccc(C2CC(c3ccccc3)Nc3ncnn32)c1 (stereo unspecified) | 2
COc1ccc2cc3cc(C(=O)O)oc3nc2c1 | -139
Cc1cc(C(F)(F)F)nn1CC(=O)Nc1ccc(OC(F)(F)F)cc1 | -5
O=C1CN(C(=O)c2cc3ccccc3oc2=O)C(c2ccccc2)c2cc(Br)ccc2N1 (stereo unspecified) | 3
CN(C)CCNc1ncnc2c1cnn2-c1ccc(Cl)cc1 | -4
Cc1ccc(S(=O)(=O)N2CCN(S(=O)(=O)c3ccc([N+](=O)[O-])cc3)CC2)cc1 | -7
CCOc1cccc(C(=O)Nc2ccc(N3CCCC3)c(Cl)c2)c1 | -32
CCn1c(SCC(=O)Nc2ccc(NC(C)=O)cc2)nnc1C1CC1 | -3
COc1cc(C=Cc2ccc3cccc(O)c3n2)c(Br)cc1O | -10
Cc1cc(NC(=O)c2cccc(F)c2)ncc1NC(=O)c1ccco1 | -1
Cc1ccc(-c2ccc(=O)n(CCC(=O)NC3CCCC3)n2)cc1 | -6
COc1ccc(Nc2cc(C(=O)N3CCCCCC3)c3ccccc3n2)c(OC)c1 | -37
Cc1ccc(C2Nc3cccc4cccc(c34)N2)cc1 | -46
Cc1ccc(NCc2nnc(SCC(=O)Nc3ccccc3)n2CC2CCCO2)c(C)c1 (stereo unspecified) | 0
COc1cc(C(=O)Nc2cccc3ncccc23)cc(OC)c1OC | -4
Cc1cccc(-c2noc(-c3ccco3)n2)c1 | -7
O=C(Nc1ccccc1O)c1ccccc1O | -7
O=CNC1CCCc2c1[nH]c1ccccc21 (stereo unspecified) | -6
O=C(Nc1ccc(O)cc1)c1ccc([N+](=O)[O-])cc1 | -3

6 compounds already listed, arranged by length of the SMILES, descending:
SMILES | 14-3-3g Raf
Cc1ccc(NCc2nnc(SCC(=O)Nc3ccccc3)n2CC2CCCO2)c(C)c1 (stereo unspecified) | 0
COc1ccc(Nc2cc(C(=O)N3CCCCCC3)c3ccccc3n2)c(OC)c1 | -37
Cc1cc(NC(=O)c2cccc(F)c2)ncc1NC(=O)c1ccco1 | -1
O=C(Nc1ccc(O)cc1)c1ccc([N+](=O)[O-])cc1 | -3
Cc1ccc(C2Nc3cccc4cccc(c34)N2)cc1 | -46
Cc1cccc(-c2noc(-c3ccco3)n2)c1 | -7

(listing goes on)
SMILES | 14-3-3g Raf
NC(=O)c1c(NC(=O)c2cc(-c3cccs3)nc3ccccc23)sc2c1CCCCCC2 | -24
C=CCN(C(=O)c1cc2cc3cc(OC)ccc3nc2s1)c1ccccc1 | -2
O=C(O)CN1C(=O)CSc2ccc(S(=O)(=O)N3CCOCC3)cc21 | 0
c1ccc(OCCCc2nc(-c3cccnc3)no2)cc1 | -3
COCCN1C(=O)c2ccccc2C(C(=O)NCCc2cccc(C)c2)C1c1c[nH]c2ccccc12 (stereo unspecified) | -8
CSc1nc2ccc3nc(NC(=O)c4ccc(S(=O)(=O)N5CCCC5)cc4)sc3c2s1 | -2
CCC(C)c1ccc(NC(=O)C2CCCN(c3ncccn3)C2)cc1 (stereo unspecified) | 2
Cn1c(SCc2cnc(-c3ccccc3)s2)nnc1C1COc2ccccc2O1 (stereo unspecified) | -8
COc1ccc(N2CCN(CC(O)COc3ccc(C(C)(C)C)cc3)CC2)cc1 (stereo unspecified) | 1
COC(=O)c1ccc(OC(=O)c2nn(C)cc2Cl)c(OC)c1 | 1
O=[N+]([O-])c1cccc2[nH]c(CO)nc12 | 3
CC(C)(C)NC(=O)C(c1ccccc1)N(C(=O)c1ccco1)C1CC1 (stereo unspecified) | -13
C/C(N)=C(/C#N)C(=O)CSc1nc2ccc(C)cc2[nH]1 | 1
O=C(Cn1c(=O)[nH]c2ccccc2c1=O)N1CCc2ccccc2C1 | -3
O=C(Cn1c(=S)[nH]c2ccccc2c1=O)N1CCC(Cc2ccccc2)CC1 | 2
CN(CC(=O)N1c2ccccc2Sc2ccc(C(F)(F)F)cc21)Cc1ccccc1 | 4
O=C(c1ccc2c(c1)C(=O)N(Cc1ccco1)C2=O)N1CCOCC1 | -6
CSc1ccc2c(c1)N(CCC1CCCCN1C)c1ccccc1S2 (stereo unspecified) | -5&-3
CCOc1ccc(NS(=O)(=O)c2cc(Br)cc3c2N(C(C)=O)C(C)C3)cc1 (stereo unspecified) | -20
O=C(c1cc(C(=O)N2CCN(c3ccc(F)cc3)CC2)cc([N+](=O)[O-])c1)N1CCN(c2ccc(F)cc2)CC1 | -27
CCn1c(SCc2cc(=O)[nH]c3ccccc23)nc2c1c(=O)n(C)c(=O)n2C | -11
O=C(Nc1nc2c(s1)COc1ccccc1-2)c1cccs1 | 4
Cc1onc(-c2ccccc2Cl)c1C(=O)Nc1nn[nH]n1 | -2
CCc1cc2c(C)cc(=O)oc2cc1OC(=O)C1CCCN1C(=O)OC(C)(C)C (stereo unspecified) | -1
COCc1nc(-c2ccc(-c3ccc(C)cc3)nc2OC)no1 | -11
CCOC(=O)C1=C(c2ccccc2)NC(=O)NC1c1ccc(N(C)C)cc1 (stereo unspecified) | 2
CCc1ccccc1NC(=O)CSc1nnc([C@@H](NC(=O)OC(C)(C)C)C(C)C)o1 | -2
COc1cc(C2Nc3ccccc3NC3=C2C(=O)CC(c2ccccc2)C3)c(OC)cc1Br (stereo unspecified) | 1
COc1cccc(NC(=O)c2ccccc2-c2nc(-c3ccc(Cl)cc3)no2)c1 | -7
COc1cccc(C2c3c(oc4cc(C)c(C)cc4c3=O)C(=O)N2CCCN(C)C)c1 (stereo unspecified) | -8
COc1cc(NC(=O)c2ccco2)c(OC)cc1NC(=O)CCC(=O)Nc1cc(C)cc(C)c1 | -2
Clc1nc(C(Cl)(Cl)Cl)c(Cl)c(Cl)c1Cl | -29
O=c1[nH]c2ccc(S(=O)(=O)Nc3ccccc3Br)cc2[nH]c1=O | -12
O=S(=O)(NC1CCCCCC1)c1cccc(S(=O)(=O)c2cccc(S(=O)(=O)NC3CCCCCC3)c2)c1 | 0
CC1CCCC(NC(=O)CCn2c(=S)[nH]c3ccccc3c2=O)C1C (stereo unspecified) | -7
CCC(=O)N1CCc2cc(Br)cc(S(=O)(=O)N3CCCC(C(=O)O)C3)c21 (stereo unspecified) | -121
CCN(CC)c1ccc2cc(C(=O)c3cc4ccc(N(CC)CC)cc4oc3=O)c(=O)oc2c1 | 77*
COc1ccc(S(=O)(=O)Nc2c(C(=O)O)[nH]c3ccccc23)c(OC)c1 | 3
CCOC(=O)c1sc(NC(=O)c2ccccc2Br)c(C(=O)OCC)c1C | -59
COCCCNC(=O)c1c(-c2ccccc2)noc1C | -3&-3
CC(=O)Nc1ccc(S(=O)(=O)NCc2ccc(C(=O)N3CCCCCC3)cc2)cc1 | -4
Cc1cccc(OCc2nnc(SCC(=O)Nc3nc(-c4ccccc4)c(C)s3)o2)c1 | -16
CCCSc1nnc2nc(C)cc(C)n12 | 5
CN(C)C=C1C(=O)c2ccccc2C1=O | -12
N#Cc1cc(Br)ccc1N=C1CCCN1c1cccc(Cl)c1 | -28
O=C(Nc1ccc(Cl)cc1[N+](=O)[O-])c1ccc(C(=O)Nc2ccc(Cl)cc2[N+](=O)[O-])cc1 | -1
Cc1cccc(C)c1NC(=O)CC(NCc1ccco1)C(=O)O (stereo unspecified) | 2
O=C(NCCn1ccc2ccccc21)c1ccc(-c2ccccc2)cc1 | 7
O=C(Cn1ncc2c(=O)oc3ccccc3c21)NCc1ccc(F)cc1 | -23
O=C(Nc1cccnc1)c1cc2c(=O)[nH]c3ccccc3c2s1 | -24
Additional structures:
SMILES | 14-3-3g Raf
CCN(CC)C(=O)N1CCc2ccccc2C1CN1C(=O)c2ccccc2C1=O (stereo unspecified) | -6
COc1ccccc1CNC(=O)C(C)NS(=O)(=O)c1ccccc1 (stereo unspecified) | -14
COCCNC(=O)c1cc2nc(-c3ccccc3)cc(-c3ccccc3)n2n1 | -4
O=C(O)c1ccc2c(c1)N(Cc1ccccc1F)C(=O)c1ccccc1S2=O (stereo unspecified) | -5
Cc1c(C#N)c(SCC(=O)c2ccc(F)cc2)nc2c1CCCC2 | -14
COc1ccc(C2CC(=O)C(C=NCCN3CCOCC3)=C(O)C2)cc1 (stereo unspecified) | -3
O=C1c2oc3ccc(Cl)cc3c(=O)c2C(c2ccco2)N1CCN1CCOCC1 (stereo unspecified) | -8
CSCCC(NC(N)=O)C(=O)N(C)CC(=O)Nc1ccc(C)cc1 (stereo unspecified) | -2
O=C(c1ccc(NC(=O)C2(c3ccccc3)CCOCC2)cc1)N1CCOCC1 | -5
CCOC(=O)CCc1c(C)nc(SCCN2CCCC2)c(C#N)c1C | -4
CCC(=O)n1ccc(C(=O)N2CCOCC2)n1 | 1
CCc1cccc(NC(=O)Cn2cc3c(n2)CCCC3)c1 | -2
O=C1C2CC=CCC2C(=O)N1c1ccc(NCc2ccc(Cl)cc2)c([N+](=O)[O-])c1 (stereo unspecified) | 5
O=C(Nc1ccc2c(c1)OCCO2)c1ccccc1F | -1&-4
O=C(CSc1nc2ccccc2o1)NCCOC12CC3CC(CC(C3)C1)C2 | -6
O=C1CSC(=O)N1CCOCCN1C(=O)CSC1=O | -5
CC(C)(C)c1cc(S(=O)(=O)Nc2cnc3ccccc3c2)cc(C(C)(C)C)c1F | -5
CC1(C)C2CCC1(C)C(NC(=O)CCN1CCCCC1)C2 (stereo unspecified) | 3
CC(=O)c1sc(-c2c(C)nc3sccn23)nc1C1CCCC1 | 3
COc1ccc(Cl)cc1NC(=O)N1CCN(S(C)(=O)=O)CC1 | -4
C=CCOC(=O)c1[nH]c2c(c1C)C(=O)CC(c1ccc(C(C)(C)C)cc1)C2 (stereo unspecified) | -3
Cc1cccnc1NC(=O)Nc1ccc(F)cc1 | 3
CCc1cccc(C)c1NC(=O)c1ccc(Cl)cc1 | 2
C[N+](C)(C)CCOP(=O)([O-])OC[C@H](O)CO | -5
O=C(CNS(=O)(=O)c1ccc(Br)s1)N1CCN(c2cccc(Cl)c2)CC1 | -12
CC(O)CNc1ccc(C(F)(F)F)cc1[N+](=O)[O-] (stereo unspecified) | 0
COc1ccc(NC(=O)c2oc3ccccc3c2NC(=O)C2CC2)cc1 | -9
Cc1ccc(-c2nc(S(=O)(=O)c3ccc(C)cc3)c(SC(C)C)o2)cc1 | -111

High-throughput results: PubChem, Emory University Molecular Libraries Screening Center
